HTR2A ag = agonists of mouse serotonin 5-HT2A receptor (HTR2A). CHO-K1 mHTR2A beta-arrestin complementation, luminescence; percent of 30 µM serotonin response. activation, % at 7.6 µM. 0.66% of 360,000 active;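 active = activation above a run cutoff, the mean activation of all tested compounds plus 3 SD, cut at about 14% in these data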;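 note: 0% = plate median of compound wells and 100% = 30 µM serotonin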
iPSC survival up = hiPSC single-cell survival enhancement; survival enhancement, % at 20 µM; 0.044% of 360,000 active; ATPlite luminescence; 100% = ROCK inhibitor wells, 0% = DMSO; in the data active = survival enhancement above about 18%;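 note: cells exposed to compounds for 16 hours before the ATP read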
MC4R antag cAMP = antagonists of human melanocortin 4 receptor (MC4R); P32245; MC4R-expressing cells, MTII-stimulated cAMP, LANCE TR-FRET; inhibition, % at 6.5 µM; 0.48% of 360,000 active;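 active = inhibition above its plate's cutoff, the mean of tested wells on that plate plus 3 SD, cut at about 29% in these data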;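 note: 0% = Melanotan II alone and 100% = Melanotan II plus saturating MCL0020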
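system = U2OS cells with stable human MC4R expression | also added = Melanotan II challenge after compound preincubation | dosing = one concentration, 6.5 µM nominal | incubation = compound 30 min, challenge 1 h, detection 1 h | measured by = TR-FRET with Eu-cAMP and labeled anti-cAMP, 671 nm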
ABCB6 inh 2 = human ABCB6 transporter inhibition. K562-ABCB6 porphyrin accumulation, flow cytometry, 1 h; active compounds read low. fluorescence ratio to DMSO, % at 10 µM. 0.19% of 360,000 active;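 active = fluorescence ratio to DMSO below 75%, the collection mean minus 3 SD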;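 note: signal is porphyrin accumulated inside mitochondria; 100% equals median channel fluorescence of DMSO control wells; lower ratio means ABCB6 inhibition with less porphyrin fluorescence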
Target sequence (Q9NP58 whole entry, looked up): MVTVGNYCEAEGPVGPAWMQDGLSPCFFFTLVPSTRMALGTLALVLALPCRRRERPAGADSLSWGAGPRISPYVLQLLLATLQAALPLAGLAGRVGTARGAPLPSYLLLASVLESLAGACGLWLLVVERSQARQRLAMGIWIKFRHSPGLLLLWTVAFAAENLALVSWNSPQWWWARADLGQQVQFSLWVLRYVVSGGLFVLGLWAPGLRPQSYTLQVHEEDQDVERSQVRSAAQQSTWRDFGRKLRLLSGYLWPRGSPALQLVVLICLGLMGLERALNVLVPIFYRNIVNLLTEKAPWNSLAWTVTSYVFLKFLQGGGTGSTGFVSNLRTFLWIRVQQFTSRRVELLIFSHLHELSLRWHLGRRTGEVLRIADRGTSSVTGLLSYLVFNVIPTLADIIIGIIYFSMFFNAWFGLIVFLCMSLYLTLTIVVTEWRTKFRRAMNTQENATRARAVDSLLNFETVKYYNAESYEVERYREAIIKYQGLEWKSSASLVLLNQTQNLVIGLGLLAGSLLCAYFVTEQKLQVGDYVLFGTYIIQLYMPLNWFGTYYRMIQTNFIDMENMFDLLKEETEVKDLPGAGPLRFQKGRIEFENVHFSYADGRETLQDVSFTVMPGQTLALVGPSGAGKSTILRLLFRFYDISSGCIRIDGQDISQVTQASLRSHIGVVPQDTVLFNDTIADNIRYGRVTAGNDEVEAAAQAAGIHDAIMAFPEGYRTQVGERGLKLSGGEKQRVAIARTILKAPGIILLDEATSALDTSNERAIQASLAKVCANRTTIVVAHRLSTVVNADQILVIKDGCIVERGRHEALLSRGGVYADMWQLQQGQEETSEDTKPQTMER
ABHD5 PLIN5 PPI = ABHD5-PLIN5 protein interaction inhibition; Q00G26+Q8WTS1; Split G. princeps luciferase complementation, luminescence, 4 h; inhibition, % at 4 µM; 0.78% of 360,000 active;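 active = inhibition above the mean inhibition across every tested compound plus 3 SD, cut at about 22% in these data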;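 note: 0% = DMSO only wells and the 100% control is not disclosed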
Exocytosis inh = blocks lytic granule exocytosis; TALL-104 LAMP-1 surface exposure, flow cytometry; cells stimulated with thapsigargin and PMA; inhibition, % at 10 µM; 0.66% of 360,000 active;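 active = inhibition above about 55%, limit read from the data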
aDG glyco up = alpha-DG glycosylation activation. Pro5-aDG cells, alpha-DG glycosylation AlphaScreen (IIH6); 0% Pro5, 100% B10-LARGE cell signal. activation, % at 10 µM. 0.22% of 360,000 active. AID 624168;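 active = activation of at least 8% versus controls, or a plate z-score of at least 8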;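 note: Pro5 are CHO cells carrying HIG-tagged alpha-DG that lacks glycosylation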
Glyco luc inh = N-linked glycosylation inhibition; D54 ERlucT glycosylation luciferase reporter, 24 h; percent of 100 nM tunicamycin response; reporter increase, % at 12.5 µM; 0.23% of 360,000 active; AID 588692;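 active = mean luciferase reporter signal, scaled so untreated is 0 and the glycosylation-blocking control 100, at or above a set limit in every replicate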;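 note: luciferase carries N-glycosylation sites so blocking glycosylation raises the light; 0% = median of neutral control wells and 100% = median of 100 nM tunicamycin wells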
MC4R barr agon = human MC4R agonism via beta-arrestin; U2OS MC4R beta-arrestin complementation, luminescence; percent of melanotan II response, DMSO zero; 0.98% of 360,000 active; activation, % at 8.9 µM; AID 540308; P32245;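 active = activation above a per-plate cutoff, the mean activation of sample wells on that plate plus 3 SD, cut at about 8% in these data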
H9c2 protect = protects H9c2 cardiomyocytes from peroxide injury; 0.63% of 360,000 active; H2O2 injury protection, ATPLite, 2 h; protection from H2O2 cell death, % at 20 µM; AID 588492;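 active = compounds giving at least 50% protection of heart cells from peroxide-induced death in the single-dose screen, raw or plate-pattern-corrected value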;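 note: 0% = DMSO wells with peroxide and 100% = DMSO wells without peroxide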
The depositor's hits bear a star; · = no result given. The order is random; any-hit rate near 4.5%.

Below each compound: HTR2A ag	iPSC survival up	MC4R antag cAMP	ABCB6 inh 2	ABHD5 PLIN5 PPI	Exocytosis inh	aDG glyco up	Glyco luc inh	MC4R barr agon	H9c2 protect
- COc1cccc(N(CC(=O)Nc2ccc3c(c2)OCO3)S(=O)(=O)c2ccccc2)c1
 : -6	-2.1	16	99	-1	2	0.0	-2	-0.2	10
- Cc1ccc(-c2nc3c4ccccc4ccn3c2Cc2cccc(Cl)c2)cc1
 : -3	-0.2	·	101	-7	3	0.7	·	·	·
- CC1(NC(=O)CCc2nc3ccccc3c(=O)[nH]2)CCS(=O)(=O)C1 (stereo not drawn)
 : -3	0.7	0	98	0	-1	-0.1	1	-1.5	51*
- Cc1ccc(NC(=O)Nc2ccccc2)cc1[N+](=O)[O-]
 : -5	2.9	-3	94	-2	2	-0.2	-2	-1.8	-3
- COc1ccc(OC)c(NC(=O)CCn2cccc2)c1
 : 1	-0.5	4	117	1	-1	-0.1	0	-2.6	3
- O=C(CN1CCCC1c1ccc2c(c1)OCCO2)NC(=O)Nc1ccccc1 (stereo not drawn)
 : -6	0.4	20	104	5	9	0.1	-1	-0.1	-1
- COc1ccc(OC)c(CN2C(=O)CCC2(C)c2nnnn2Cc2ccccc2)c1 (stereo not drawn)
 : 9	-0.4	·	103	-4	-8	0.1	·	·	·
- O=S(=O)(c1ccc(-c2cnc(C3CC3)o2)cc1)N1CCN(c2ccccc2)CC1
 : 4	-0.6	6	96	-3	-1	-0.2	0	5.1	-14
- CC(C)CC(=O)NC(=S)Nc1ccccc1C(=O)Nc1ccccc1
 : -4	-1.9	8	104	-2	-3	0.5	0	-2.0	-3
- O=C(OCCNc1ccc(C(F)(F)F)cc1[N+](=O)[O-])c1cc2ccccc2oc1=O
 : 4	2.0	15	96	-6	8	0.0	1	0.9	-5
- CCOC(=O)C1CCCN(C(=O)c2cc3cc(Br)ccc3oc2=O)C1 (stereo not drawn)
 : -1	-0.1	6	98	-2	1	0.0	-1	-1.3	-5
- COc1ccc(C2=C3C(=O)OCC3Cc3ncn(Cc4ccccc4)c32)cc1 (stereo not drawn)
 : 1	-2.6	8	91	4	3	-0.2	-1	0.3	-1
- COc1ccc(C(=O)c2ccc(C)cc2)c(OC)c1OC
 : -7	-1.5	0	102	-6	0	-0.1	15	-1.5	3
- CC(Oc1ccccc1)C(=O)N=C1SC2CS(=O)(=O)CC2N1CCc1ccccc1 (stereo not drawn)
 : -7	-0.3	-3	101	4	17	1.1	0	-1.0	6
- C/C=C/C=C/C(=O)OCC(=O)Nc1ccc(Cl)cc1
 : 5	0.7	-4	98	5	-3	0.3	4	-1.1	-9
- Cc1ccc(F)cc1CNC(=O)C1CCC(=O)N(CCc2ccccc2)C1 (stereo not drawn)
 : -5	-0.1	1	99	1	-3	0.0	3	-1.7	-1
- C=CCSc1nnc(NC(=O)CN2C(=O)NC3(CCCC3)C2=O)s1
 : 6	0.0	-4	105	5	-1	0.3	0	2.6	-3
- Cc1cccc(C)c1Nc1nnc(SCC(=O)NCc2ccco2)s1
 : 6	-2.6	8	89	3	-2	-0.1	0	-0.1	-2
- CN(CC(=O)Nc1ccc(F)c(F)c1F)C(=O)C1CC(=O)N(c2ccc3c(c2)OCCO3)C1 (stereo not drawn)
 : 4	-0.5	3	100	0	-1	-0.1	-1	-2.9	7
- O=C1CN(C(=O)COC(=O)CCC(=O)c2ccc(F)cc2)c2ccccc2N1
 : -11	-0.3	12	101	-8	-1	0.0	1	-2.9	1
- CC1(C)CC(=O)c2cc(OCC(=O)NCCN3CCCc4ccccc43)ccc2O1
 : -1	3.9	10	105	0	-2	0.6	-1	1.7	5
- CCC1=Nc2cc(C(=O)NCC3CCCO3)ccc2Sc2ccc(Cl)cc21 (stereo not drawn)
 : -1	-0.5	-8	95	-8	10	-0.1	15	4.6	-3
- COc1ccccc1/C=C/CN1CCCC(CO)(CCc2ccccc2)C1 (stereo not drawn)
 : -9	0.2	8	101	6	58*	0.0	0	-0.1	-6
- CCCC(=O)N1CCN(C2=NS(=O)(=O)c3ccccc32)CC1
 : 1	4.2	13	90	3	-1	0.0	3	-0.5	10
- CC1(C)Cc2ccccc2C(NN=C2CCCC2)=N1
 : 7	-1.3	2	104	8	2	-0.1	-2	1.4	-4
- CC(=O)c1nn(-c2ccc(C(F)(F)F)cc2)c(=O)[nH]c1=O
 : -1	0.0	3	99	1	-1	0.1	0	-3.1	-4
- CC(=O)N1CCC(N(CCN2CCOCC2)C(=S)Nc2cccc(C)c2C)CC1
 : 0	1.3	10	102	-2	8	0.3	2	-1.2	-2
- O=C(Nc1ccc2c(c1)CCC2)C1CCCO1 (stereo not drawn)
 : 2	-0.2	16	100	-4	-2	-0.1	1	2.2	-2
- O=C(NC1CC1)c1ccc(C2SCC(=O)N2Cc2ccccc2)cc1 (stereo not drawn)
 : 3	-4.5	3	95	-3	-4	0.2	0	1.4	1
- CN(C)c1ccc(C2/C(=C(/O)c3ccc(Br)cc3)C(=O)C(=O)N2C)cc1 (stereo not drawn)
 : -1	0.3	12	99	10	2	0.0	1	-0.3	-2

8 structures out of the list, arranged by length of the SMILES, highest first:
Below each compound: HTR2A ag	iPSC survival up	MC4R antag cAMP	ABCB6 inh 2	ABHD5 PLIN5 PPI	Exocytosis inh	aDG glyco up	Glyco luc inh	MC4R barr agon	H9c2 protect
- CN(C)c1ccc(C2/C(=C(/O)c3ccc(Br)cc3)C(=O)C(=O)N2C)cc1 (stereo not drawn)
 : -1	0.3	12	99	10	2	0.0	1	-0.3	-2
- CC(Oc1ccccc1)C(=O)N=C1SC2CS(=O)(=O)CC2N1CCc1ccccc1 (stereo not drawn)
 : -7	-0.3	-3	101	4	17	1.1	0	-1.0	6
- COc1ccc(OC)c(CN2C(=O)CCC2(C)c2nnnn2Cc2ccccc2)c1 (stereo not drawn)
 : 9	-0.4	·	103	-4	-8	0.1	·	·	·
- COc1ccc(C2=C3C(=O)OCC3Cc3ncn(Cc4ccccc4)c32)cc1 (stereo not drawn)
 : 1	-2.6	8	91	4	3	-0.2	-1	0.3	-1
- Cc1ccc(-c2nc3c4ccccc4ccn3c2Cc2cccc(Cl)c2)cc1
 : -3	-0.2	·	101	-7	3	0.7	·	·	·
- CCOC(=O)C1CCCN(C(=O)c2cc3cc(Br)ccc3oc2=O)C1 (stereo not drawn)
 : -1	-0.1	6	98	-2	1	0.0	-1	-1.3	-5
- C=CCSc1nnc(NC(=O)CN2C(=O)NC3(CCCC3)C2=O)s1
 : 6	0.0	-4	105	5	-1	0.3	0	2.6	-3
- CC1(C)Cc2ccccc2C(NN=C2CCCC2)=N1
 : 7	-1.3	2	104	8	2	-0.1	-2	1.4	-4

(further entries)
Below each compound: HTR2A ag	iPSC survival up	MC4R antag cAMP	ABCB6 inh 2	ABHD5 PLIN5 PPI	Exocytosis inh	aDG glyco up	Glyco luc inh	MC4R barr agon	H9c2 protect
- CCOc1nc2ccccc2nc1C
 : -3	-4.1	-3	94	-2	-2	-0.2	2	-0.5	11
- O=C(CN1CCN(C(=O)CNC(=O)c2ccc3c(c2)OCO3)CC1)Nc1ccc(F)cc1
 : -4	1.3	6	99	4	-4	0.2	0	-0.5	6
- COc1ccc([N+](=O)[O-])cc1N(CC(=O)NCCSc1ccc(C)cc1)S(C)(=O)=O
 : -1	3.6	10	107	6	0	0.1	-1	-3.3	-2
- O=C(CC1CCS(=O)(=O)C1)Nc1ccc[nH]c1=O (stereo not drawn)
 : 2	-1.0	17	101	1	1	-0.3	3	-0.6	-5
- Cc1ccc(S(=O)(=O)N2CC3(O)CN(C(=O)OC(C)C)N(C(=O)OC(C)C)CC3(OC(=O)NCC3CCCCC3)C2)cc1 (stereo not drawn)
 : 1	8.0	6	95	-4	7	0.0	-5	3.4	-10
- Cn1c(SCCCC(=O)c2ccc(F)cc2)nnc1-c1ccncc1
 : 3	1.5	5	96	-1	-2	0.1	5	-0.1	18
- CCOC(=O)c1ccc(NC(=O)COc2ccccc2CNC2CCCC2)cc1
 : -1	-2.6	10	101	6	23	5.1	-2	-1.5	7
- COc1ccc2cc(C3NC(=O)c4ccccc4N3)c(Cl)nc2c1 (stereo not drawn)
 : 2	0.0	4	93	-1	-1	-0.1	0	-2.6	5
- Cc1ccc(S(=O)(=O)NCC(=O)NCC(=O)N(C)Cc2ccc3ccccc3c2)cc1C
 : -8	2.0	13	102	0	22	0.4	-4	0.1	-6
- COc1ccc(/C=C(/C#N)C(=O)Nc2ccc(C)cc2C)cc1C(=O)O
 : 5	10	3	99	4	-2	-0.3	2	-1.6	9
- COc1ccc(C(=O)COC(=O)CN2C(=O)c3ccccc3C2=O)c(OC)c1
 : -6	0.4	-2	97	2	-1	0.1	3	-1.3	2
- CC(C)NS(=O)(=O)c1ccc(CCC(=O)N2CCc3ccccc3C2)cc1
 : -3	4.1	14	105	-6	-2	0.1	-1	1.6	0
- CC(C)N(C(=O)[C@H]1CC(CC(=O)NCCC2=CCCCC2)C(=O)N2CCc3c([nH]c4ccccc34)[C@]12C)C(C)C (stereo partly drawn)
 : 0	-0.2	8	97	-8	12	-0.3	-5	-3.0	5
- CNS(=O)(=O)c1cccc2cccnc12
 : 4	-2.5	-10	100	4	0	-0.4	3	-1.2	12
- O=C(O)[C@@H](c1ccccc1)N1Cc2ccccc2C1=O
 : 4	-0.6	-2	98	9	1	0.0	1	-0.1	-3
- NC(Cc1ccc(O)c([N+](=O)[O-])c1)C(=O)O (stereo not drawn)
 : 3	8.3	7	103	5	-1	-0.1	0	-0.6	-3

Source: PubChem BioAssay (several laboratories)
